# pCIP destab – lowers stability of the mouse p/CIP coactivator protein. Q05BA5. F442A p/CIP-EGFP cells, EGFP fluorescence, 16 h. AID 1984. decrease of EGFP signal, % at 10 µM. 290,000 compounds, 0.01% hits;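 active = EGFP signal decrease of at least 30% at 10 µM or well 3 SD below plate mean, unless failing retest; inactive = the rest, including hits failing retest or dose response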; note: some compounds called inactive have numbers as strong as hits; many of its hits are not listed in these tables
# HCV NS3 hel inh – inhibitors of Hepatitis C virus NS3 helicase | inhibition, % at 10.9 µM | NS3 helicase DNA unwinding, Cy5 molecular beacon fluorescence | AID 1800 | 290,000 compounds, 0.56% hits;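 active = inhibition above the mean of all tested compounds plus 3 SD, set per campaign, cut at about 35% in these data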;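 note: 0% = DMSO wells and 100% = thioflavine S control wells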
#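 Assay system: hepatitis C virus NS3 helicase domain fragment enzyme. Also added: annealed dual-labelled DNA beacon duplex, ATP-started. Timing: 1 h reaction at 25 °C, ATP-initiated. Technique: Cy5 fluorescence at 0 and 60 min, beacon hairpin quenching. Evaluation: % inhibition of unwinding. Replication: one well per compound.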
# IDE act – activators of human insulin-degrading enzyme in cells; HEK cells, FAbeta-B cleavage, fluorescence polarization; 0% vehicle, 100% cell-free pure enzyme wells; P14735; 340,000 compounds, 0.073% hits; activation, % at 5.96 µM; AID 493087;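 active = activation above the mean of all tested compounds plus 3 SD, set per screening campaign, cut at about 17% in these data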
# IMP-1 inhibitor – inhibitors of Pseudomonas aeruginosa IMP-1 metallo-beta-lactamase; purified IMP-1, nitrocefin hydrolysis, epi-absorbance fluorescence; inhibition, % at 5.6 µM; 290,000 compounds, 0.45% hits;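 active = inhibition above the mean plus 3 SD of all compounds in the same screening run, cut at about 4.5% in these data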;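 note: 0% = IMP-1 with DMSO and 100% = DMSO wells lacking enzyme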
#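 System: Purified IMP-1 | Read-out basis: Percent enzyme inhibition | Controls: IMP-1 with DMSO as 0%, enzyme-free DMSO as 100% | Replicates: One well per compound | Doses: 5.6 µM nominal single concentration | Detection: Epi-absorbance fluorescence, 480 nm excitation, 530 nm emission | Incubation: 25 °C, 15 min preincubation, 25 min reaction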
# GalR3 antag – antagonists of human GalR3. inhibition, % at 3 µM. 360,000 compounds, 0.44% hits. HEK293 GalR3-CNG cAMP membrane potential fluorescence; galR3 body fused to GalR1 C-terminus. O60755;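 active = inhibition above the screen-wide average plus 3 SD, cut at about 13% in these data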;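 note: forskolin and galanin both at EC90 stimulate the cells; cAMP rise reported by CNG channel membrane potential dye signal; 0% = forskolin plus galanin with DMSO and 100% = forskolin alone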
# CRFR2-BP antag – antagonists of CRF-binding protein/CRF-R2 receptor complex; HEK293 CRF-R2/CRF-BP, CRF-induced calcium fluorescence; inhibition, % at 11.8 µM; 350,000 compounds, 0.59% hits; AID 588475;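 active = inhibition of the ligand-induced calcium signal above about 50% at the single tested concentration, limit read from the data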
# IDE inh – cellular human IDE inhibition; HEK cells, FAbetaB cleavage, fluorescence polarization; inhibition, % at 5.59 µM; AID 434962; 320,000 compounds, 0.41% hits;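 active = percent inhibition above the average of all tested compounds plus 3 SD, set per screening campaign, cut at about 16% in these data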;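 note: IDE supplied by intact live HEK cells; FP after avidin binding of uncleaved biotin substrate so inhibition keeps polarization high; 0% = DMSO wells and 100% = 60 µM reference IDE inhibitor Ii1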
# UBC9 SUMO inh – inhibitors of human SUMOylation (UBC9); HTRF SUMOylation assay, SAE1/SAE2 + UBC9, in vitro; inhibition, % at 35 µM; 290,000 compounds, 0.36% hits; AID 2006; in the data active = inhibition above about 50%, passing the limit was not always enough; note: strong numbers were not always called active
# VIM-2 inh – inhibitors of Pseudomonas aeruginosa VIM-2 metallo-beta-lactamase; purified VIM-2, nitrocefin hydrolysis, epi-absorbance fluorescence; inhibition, % at 5.6 µM; 290,000 compounds, 0.89% hits;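 active = inhibition above the mean of all tested compounds plus 3 SD, cutoff set per screening run, cut at about 7.5% in these data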;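 note: red hydrolysis product quenches plate fluorescence so inhibitors raise well fluorescence; 0% = enzyme with DMSO and 100% = DMSO without enzyme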
# * hit, by the source's call; · = not tested or not shown.
SMILES,pCIP destab,HCV NS3 hel inh,IDE act,IMP-1 inhibitor,GalR3 antag,CRFR2-BP antag,IDE inh,UBC9 SUMO inh,VIM-2 inh
CC(=O)N1c2ccc(S(=O)(=O)N(C)CC(=O)Nc3ccccc3C)cc2CC1C (stereo not given),13,0,5,4.8*,-6,23,3,·,-4.1
COc1ccc(NS(=O)(=O)c2ccc(C)c(NC(=O)C3CCCO3)c2)cc1 (stereo not given),·,·,-2,·,-6,-2,-1,·,·
Cc1c(C(=O)N2CCCCC2)c(S(=O)(=O)NCCc2ccc(Cl)cc2)c(C)n1C,3,-1,6,-2.8,-1,-17,-4,9,-2.0
Cc1cc(NC(=O)CSc2nc3ccccc3cc2C#N)no1,-7,-6,-2,-3.0,-1,4,0,-3,-3.0
COC(=O)[C@@H](NC(=O)CCc1nnc(-c2ccsc2)o1)C(C)C,-3,-5,-5,0.5,-3,-18,6,-13,-4.2
COc1ccc(CNC(=O)COC(=O)c2cncc(Br)c2)cc1,-8,6,4,-5.1,-2,10,8,10,-2.5
O=C(CCc1ccccc1)Nc1ccc(N2CCCCC2)cc1,-10,1,1,-3.6,-5,2,4,-7,-1.3
CS(=O)(=O)N1CCC(C(=O)N2CCC(Cc3ccccc3)CC2)CC1,-19,-8,1,0.8,-5,-9,0,15,-1.4
Cc1cc(=O)oc(C)c1C(=O)NCCN(C)Cc1ccccc1,-6,-4,-5,-1.5,10,6,0,1,-1.1
Cc1ccc(-n2c(SCC(=O)N/N=C/c3ccccc3C(=O)O)nnc2-c2ccc(Cl)cc2)cc1,-5,16,-1,-3.0,5,11,0,77,-3.6
CCOc1ccc2nc(SCC(=O)Nc3cccc(S(=O)(=O)NC4=NCCCCC4)c3)[nH]c2c1,22,-2,1,-1.2,-4,25,-1,-16,-0.4
Cc1cc(C)c(C(=O)/C=C/C=C/c2ccccc2)c(=O)[nH]1,-2,2,0,-3.6,-1,-5,0,-3,-0.9
O=[N+]([O-])c1ccc2c(c1)C(N1CCOCC1)/C(=C/COc1ccc(Cl)cc1Cl)O2 (stereo not given),-2,21,10,-2.3,-5,-8,0,-29,-3.7
N#Cc1cc2c(=O)n3ccccc3nc2n(Cc2cccnc2)c1=O,·,·,9,·,-3,-2,1,·,·
CCOc1ccc(CC(=O)NCCc2cnc[nH]2)cc1,-19,-11,1,-1.7,-5,5,-3,16,-1.8
O=C(NC(=S)N1CCCC1)c1ccccc1F,·,·,-1,·,-8,8,-3,·,·
CSc1cccc(NC(=O)C2C3C=CC4(O3)C2C(=O)N(CCN2CCOCC2)C4C(=O)NC2CCCCC2)c1 (stereo not given),1,-3,2,-3.0,-8,-12,6,8,-3.0
CN(CCCC(=O)O)S(=O)(=O)c1ccc2c(c1)C(=O)c1cc(S(=O)(=O)N(C)CCCC(=O)O)ccc1-2,-12,10,7,-0.3,-2,4,-2,4,-1.6
COc1ccccc1N1CCN(Cc2nc(N)nc(Nc3ccc(C)cc3)n2)CC1,-5,-6,-3,-0.7,0,-19,3,9,0.5
CCCNC(=O)NC(=O)COc1ccc2oc3ccccc3c2c1,-18,-6,-3,1.9,-6,-28,9,-9,1.6
COc1ccc(C(=O)O)cc1Nc1cc(C)nc2ncnn12,-7,0,-3,-1.9,2,18,0,15,0.1
CCOC(=O)c1sc(=S)n(C)c1N,8,-1,5,-2.7,-3,23,9,-24,0.8
O=C(C1CC(=O)N(C2CCCCC2)C1)N1CCc2ccccc21 (stereo not given),13,15,4,-2.9,2,7,-2,2,-2.8
COC(=O)C(C)NC(=O)CNS(=O)(=O)c1ccc(F)cc1 (stereo not given),1,-2,8,-1.6,-2,-6,-2,5,-2.5
COc1ccc(/C=N/n2c(SC)nnc(C(C)(C)C)c2=O)c(OC)c1,-2,-5,5,0.3,1,9,1,12,0.9
Cc1cc(=O)oc(C)c1C(=O)N1CCN(C(c2ccccc2)c2ccccc2)CC1,-4,-3,-4,-2.7,-1,15,3,1,-3.0
COc1ccc(C(=O)CC(=O)C(=O)Nc2ccc([N+](=O)[O-])cc2C)cc1,-21,37*,-1,-2.6,-7,-20,-2,19,-6.8
Clc1ccc(-c2c(C3=NCCCN3)nnn2-c2ccc(Cl)cc2)cc1,9,-18,4,-1.7,-11,-26,·,14,-2.6
NC(=O)c1cc([N+](=O)[O-])ccc1NCCN1C(=O)c2ccc(C(=O)O)cc2C1=O,-18,3,3,-4.0,-4,5,-5,-5,-1.7
O=C(CCC(=O)c1cccs1)Nc1ncccc1O,·,·,-1,·,-2,-4,-13,·,·
C/C(=C\C(=O)c1sccc1Cl)N(C)C,-3,0,2,-3.1,0,-10,-1,8,-1.6
COc1cccc(C(=O)N2CCC(n3nccc3NC(=O)C3CCOC3)CC2)c1 (stereo not given),0,3,2,-1.2,-1,-10,-1,-8,-2.3
COc1nsnc1N1CCOCC1,12,0,4,-2.3,-1,-17,-3,0,-0.8
Cc1nn2cc(-c3cccc(Cl)c3)cnc2c1Br,-3,-1,-1,-1.2,5,-5,-4,0,-0.8
CCCCNC(=S)NNC(=O)c1csc(C)c1C,0,-11,-2,-4.5,-3,11,8,-1,-2.7
CCOc1ccccc1N1Cc2cc(C)c(C)cc2C1,-5,-5,-2,-3.7,·,42,7,-7,-3.3
CSc1ccc(/C=C(/NC(=O)c2ccco2)C(=O)N2CCCCC2)cc1,2,-7,1,-1.7,6,6,-6,15,-4.2
CCOC(=O)C1CCN(C(c2cccc(OC)c2)c2sc3nc(C)nn3c2O)CC1 (stereo not given),-2,-6,2,0.2,·,9,-4,0,-0.7
Cc1ccc(NC(=O)CN(C)CC(=O)Nc2c(C)cccc2C)c(Br)c1,4,2,-3,-2.5,-3,9,-2,1,-0.7
O=C(Nn1cnnc1)c1ccc(Cl)c(Cl)c1,4,2,0,-4.2,0,11,0,-1,-1.8

# Four entries out of the list, sorted by molecular weight, highest first:
SMILES,pCIP destab,HCV NS3 hel inh,IDE act,IMP-1 inhibitor,GalR3 antag,CRFR2-BP antag,IDE inh,UBC9 SUMO inh,VIM-2 inh
NC(=O)c1cc([N+](=O)[O-])ccc1NCCN1C(=O)c2ccc(C(=O)O)cc2C1=O,-18,3,3,-4.0,-4,5,-5,-5,-1.7
COc1ccc(C(=O)CC(=O)C(=O)Nc2ccc([N+](=O)[O-])cc2C)cc1,-21,37*,-1,-2.6,-7,-20,-2,19,-6.8
COC(=O)C(C)NC(=O)CNS(=O)(=O)c1ccc(F)cc1 (stereo not given),1,-2,8,-1.6,-2,-6,-2,5,-2.5
CCOC(=O)c1sc(=S)n(C)c1N,8,-1,5,-2.7,-3,23,9,-24,0.8

# (listing goes on)
SMILES,pCIP destab,HCV NS3 hel inh,IDE act,IMP-1 inhibitor,GalR3 antag,CRFR2-BP antag,IDE inh,UBC9 SUMO inh,VIM-2 inh
CCOC(=O)c1c(C)oc2c1c1c(c3ccccc32)OCN(Cc2ccccn2)C1,15,14,-1,-2.7,7,-12,-2,-2,2.2
COc1cc(OC)cc(C(=O)NCCCNC(=O)c2cccnc2)c1,0,0,-1,-1.4,-8,-1,-2,8,-0.8
Cc1ccc(CC(=O)Nc2cccc(C)n2)cc1,7,0,8,-1.4,3,-23,-2,2,-0.4
CCC(C)N1CC(C(=O)NC2CCCCC2)CC1=O (stereo not given),-7,5,4,-3.9,-5,17,3,19,-3.5
CCOC(=O)Cc1cc(=O)n2[nH]c(C(C)(C)C)cc2n1,-4,-3,8,-2.6,-5,7,-4,6,-3.1
O=C(CSc1cc(Cl)ccc1Cl)NCCCn1ccnc1,1,-14,4,-3.7,-8,4,8,-2,-1.1
CCn1c(=O)c(=O)[nH]c2cc(C(=O)NC3CCCC3)ccc21,-8,5,5,-1.9,-4,-12,1,8,-2.3
CCO[C@H]1OC(C(=O)NCc2nc3ccccc3[nH]2)=C[C@@H](c2ccc3c(c2)OCO3)[C@@H]1CCCO,·,·,-2,·,-5,-3,1,·,·
CCC(C)C1Nc2ccc(C(=O)NCCc3ccc(OC)c(OC)c3)cc2NC1=O (stereo not given),-5,3,-1,-2.0,·,3,1,2,-0.5
COc1ccccc1C1C2=C(N=c3s/c(=C/c4cccc(OCC(=O)O)c4)c(=O)n31)c1ccccc1CC2 (stereo not given),-17,18,4,-1.8,-1,65*,7,20,-5.2
Cc1ccc(S(=O)(=O)N2Cc3ccccc3CC2C(=O)Nc2cc(C)on2)cc1 (stereo not given),1,-10,2,-2.5,-2,-19,-5,11,-1.5
COCCNC(=S)N/N=C(\C)c1cccc(C(F)(F)F)c1,6,12,1,-2.6,-5,-48,0,13,-1.5
N#CC(c1ccccc1)C1CCN(Cc2ccccc2)CC1 (stereo not given),-1,-7,8,-2.1,-2,-25,3,-9,0.6
COc1ccc(CCN(C)C(=O)COc2ccc(N(C)S(=O)(=O)c3ccc(C)cc3)cc2)cc1OC,·,·,2,·,0,10,0,·,·
COc1cc(C2CC(=O)c3cnc(N)nc3C2)cc(OC)c1OC (stereo not given),3,3,1,-1.9,-2,19,-8,-1,-4.2
Cc1cccc(NC(=S)N(CCc2ccncc2)C(C)C)c1C,15,-7,3,0.8,3,-3,-4,-1,2.2
Brc1ccc2oc(-c3ccn[nH]3)cc2c1,-9,-10,·,-2.0,-5,-2,2,9,-3.1
CC(C)(C)C(=O)NC(=S)Nc1ccccc1F,-8,-3,0,1.9,-3,-4,0,30,3.9
Cc1cccc(-n2c(C)cc(/C=N\NC(=O)c3cccs3)c2C)c1,-17,-8,2,1.0,6,-72,-1,14,0.7
CC(=O)CSc1nc(-c2ccccc2)c(-c2ccccc2)o1,-2,-10,-3,-3.4,-11,13,-1,2,-4.2
CCOc1ccccc1NC(=O)COC(=O)/C=C/c1ccc(OC)c(OC)c1,2,-10,-1,-1.5,-11,-1,4,3,-2.6
Cc1c(C)c2ccc(OCC(=O)NC3CCN(Cc4ccccc4)CC3)c(C)c2oc1=O,-19,-16,4,-2.1,1,-24,-3,16,21*
CCCCc1cc(=O)oc2cc(OCC(=O)N3CCC(C(N)=O)CC3)ccc12,5,-5,-3,-2.4,-5,6,18*,-10,-1.1
O=C(CCN1C(=O)C2CCCCC2C1=O)Nc1ccc(OC(F)F)cc1 (stereo not given),·,·,3,·,-2,-3,1,·,·
COc1ccccc1-n1c(CNC(=O)c2cccc([N+](=O)[O-])c2C)n[nH]c1=S,4,-4,3,-2.3,-5,18,7,-21,-0.9
Clc1ccc(-c2nc(-c3cnccn3)no2)cc1,-3,-1,·,-4.4,-2,0,5,6,-2.1
Cc1ccc(S(=O)(=O)N2CCSC2)cc1C,-24,6,-1,-3.8,-3,-8,-1,3,0.5
O=P(O)(OCc1ccccc1)OCc1ccccc1,·,·,3,·,5,20,-2,·,·
CC1CCCN(C(=O)CCc2ccccc2)C1 (stereo not given),-17,-6,4,-1.6,-13,0,-3,8,-2.2

# Screening results: PubChem, several laboratories
